Screens as filed in PubChem.
mcGAS RapidFire – inhibitors of Mus musculus cyclic GMP-AMP synthase, initial high-throughput assay, cell-free, RapidFire MS | Q8C6L5 | recombinant mouse cGAS, cGAMP by RapidFire MS | inhibition, % at 12.5 µM | 130,000 tested, 0.18% active | AID 1259397, 2018;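 active = inhibition of cGAS enzyme activity at or above 60%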;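 also: enzyme stimulated by 45 bp dsDNA with ATP and GTP substrates; cGAMP share of summed cGAMP plus half ATP and half GTP signals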
Target sequence (Q8C6L5 whole entry, looked up): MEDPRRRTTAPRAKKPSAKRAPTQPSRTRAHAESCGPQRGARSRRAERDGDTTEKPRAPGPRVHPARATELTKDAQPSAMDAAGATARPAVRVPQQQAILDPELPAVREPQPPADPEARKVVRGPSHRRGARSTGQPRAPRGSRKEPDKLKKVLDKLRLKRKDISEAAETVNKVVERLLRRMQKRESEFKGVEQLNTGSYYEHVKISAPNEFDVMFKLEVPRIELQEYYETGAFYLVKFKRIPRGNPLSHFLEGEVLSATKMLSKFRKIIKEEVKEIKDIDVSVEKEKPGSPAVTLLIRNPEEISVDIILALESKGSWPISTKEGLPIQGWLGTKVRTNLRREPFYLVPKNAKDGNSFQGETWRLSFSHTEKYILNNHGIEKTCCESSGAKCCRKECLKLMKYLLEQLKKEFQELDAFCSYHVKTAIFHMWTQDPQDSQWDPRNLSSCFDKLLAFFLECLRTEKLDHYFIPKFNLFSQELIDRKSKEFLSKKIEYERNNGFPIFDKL
An asterisk follows results filed as active; & = joins results of further samples. Some of the compounds tested; the hit share may differ from the screen's.

SMILES,mcGAS RapidFire
COc1cccc(C(=O)N2CCN(Cc3ccc(Cn4cccn4)cc3)CC2)c1,-11.1
CNC(=O)CN(C)C(=O)/C=C/c1cc(Br)ccc1OC,0.4
c1ccc(-c2n[nH]c3c2oc2ccccc23)cc1,-7.4
O=C(c1cccnc1Nc1ccccc1F)N1CCC2(CC1)OCCO2,-4.1
CC1(C(=O)NCc2ccc(Cl)cc2)CCN1C(=O)c1cccc(F)c1 (centres undefined),-5.4
CC(C)(C)NC[C@@H](O)COc1nsnc1N1CCOCC1,-3.3&2.8
COc1cc(OC)cc(-c2n[nH]c(=S)o2)c1,39.4
COCCC(=O)N1CCc2c([nH]c3ccccc23)C1c1cccc(C(F)(F)F)c1 (centres undefined),-6.8

(more compounds)
SMILES,mcGAS RapidFire
O=C(CN1CCCC1=O)N1CCCC2(C=Cc3ccccc3O2)CC1 (centres undefined),-13.8
CC/C(=C/C(=O)Nc1ccc(CS(C)(=O)=O)cc1)c1ccccc1,-4.7
CC(Cn1cncn1)NCc1n[nH]c2c1CCC2 (centres undefined),-4.2
Cn1c(CNC(c2cccs2)C(C)(C)C)cc(=O)n(C)c1=O (centres undefined),-10.3
Cc1cc(-n2c(C)cc(-c3csc(NC4CC4)n3)c2C)no1,0.8
Cc1nnc(SCCn2c(N3CCC(C)CC3)nc3c2c(=O)[nH]c(=O)n3C)s1,-5.0
CC(=O)C(Cc1ccccc1)NC(=O)COC(=O)c1cccc2c1C(=O)c1ccccc1C2=O (centres undefined),-4.1
CNc1cncc(-c2ccc3c(c2)OCO3)n1,-7.9

Next part:
SMILES,mcGAS RapidFire
CCNC(=O)c1ccc(-c2ccnc3[nH]ccc23)s1,-10.0
Cc1ccc(OCCNS(=O)(=O)N2CCCCCC2)c(C)c1,-6.5
O=C(Cn1cnc2sc3c(c2c1=O)CCC3)N1CCCCC1,-2.4
COCCNC(=O)C1CCCN(C2CCN(C(=O)Cc3cc(C)no3)CC2)C1 (centres undefined),-15.4
Cc1c(C(=O)NCc2ccccc2C(F)(F)F)sc(=O)n1Cc1cccc(F)c1,-2.1
COC(=O)Cc1csc(N=Cc2c(O)n(C)c(=O)n(C)c2=O)n1,-2.3
O=C(NCCCc1ccccc1)NC1CCOC2(CCSC2)C1 (centres undefined),-34.8
COc1cc2nc(-c3cc(Cl)c4c(c3)OCCCO4)[nH]c(=O)c2cc1OC,-5.5

Later entries:
SMILES,mcGAS RapidFire
CS(=O)c1ccc(C(=O)NCC(C)(C)N2CCCCC2)cc1 (centres undefined),-6.8
CCc1nc(CN2CCCN(C(=O)C(CC)OC)CC2)cs1 (centres undefined),-6.3
CCOC(=O)Cn1c(=NC(=O)c2ccc(S(=O)(=O)N(CC)CC)cc2)sc2cc(C)ccc21,-8.2
CS(=O)(=O)Nc1ccc2c(c1)C(=O)Nc1ccccc1O2,-7.1
COc1cc(OC)cc(C(=O)Nc2c(C)nc3c(C)cccn3c2=O)c1,-5.0
CCc1c(C)nc2c(Cl)cccc2c1SCC(=O)O,3.3
COCCNC(=O)c1ccc(C)n1C,-7.6
CCOC(=O)Cn1c(N)c(C(=O)OC)sc1=S,1.8

Other compounds.
SMILES,mcGAS RapidFire
CCC(CC)(NS(=O)(=O)c1c(C)c(Cl)cc(C)c1Cl)C(N)=O,7.8
COC(=O)c1nc(NC(=O)C(F)(F)F)n[nH]1,-2.1
CNC(=O)COC1CN(C(=O)c2cc3c(s2)CCC(C)C3)C1 (centres undefined),-8.9
CC(=CC#N)n1nc(C)cc1N,-16.5
COC(=O)C1CCN(CC(O)COc2ccc(CN(C)Cc3nonc3C)cc2)CC1 (centres undefined),-5.0
CC(C)c1nccn1C(C)C(=O)N1CCN(C)C2(CCN(C)CC2)C1 (centres undefined),-12.4
O=[N+]([O-])c1cccnc1N/N=C\c1ccc(Cl)c(Cl)c1,-7.2
COC(=O)c1cccc(C(=O)NC(C)c2cnn(-c3ccccc3C)c2C)c1 (centres undefined),-0.2

Next entries follow:
SMILES,mcGAS RapidFire
Clc1cccc(N2CCN(c3nnnn3-c3ccccc3)CC2)c1,-6.2
CCOC(=O)C1(NCCn2cnc3ccsc3c2=O)CCCCC1,-35.8
COc1cc(C=NOCc2cccc3ccccc23)ccc1OC(F)F,-5.2
COc1ccc(C(=S)N2CCOCC2)cc1,-7.4
O=C(CNS(=O)(=O)c1ccccc1)NNC(=O)c1n[nH]c2ccccc12,-4.5
CCN(CC)C(=O)C1CCCN(Cc2nc(C(c3ccccc3)c3ccccc3)no2)C1 (centres undefined),0.4
Cc1cc(C(=O)N2CCOc3c(O)cc(-c4ccccc4C)cc3C2)n[nH]1,-23.7
CCOC(=O)c1c(NC(N)=S)sc(C)c1C,-5.2

Next records follow:
SMILES,mcGAS RapidFire
Cc1nn2c(=O)c(C(=O)O)cnc2s1,-4.4
COc1cc(CNC2CC2)c(-c2ccccc2)cc1OC,-5.9
Cc1ccc(C(=O)N(CCN2CCOCC2)c2nc3c(F)cc(F)cc3s2)cc1,-6.6
CO[C@H]1COC[C@@H]1NC(=O)CCSc1ccc2c(c1)OCCO2,-13.7
CC(C)CN=C1NC(=O)C(CC(=O)NC2CC2)S1 (centres undefined),-3.8
CC(C#N)c1cccc(C(=O)N2CCOC(Cc3ccccc3)C2)c1 (centres undefined),-3.5
Clc1cccc(N=C2CCCc3ccccc32)c1,-0.4
CC(C)NC(=O)C1CCC(=O)N1C1CCCC1 (centres undefined),-4.3

Carrying on.
SMILES,mcGAS RapidFire
COC(=O)c1cc(-c2ccc(C)cc2)on1,0.4
CCOC(=O)C1=NN(c2ccc(F)cc2)C2(N3CCOCC3)CCCC12 (centres undefined),-1.2
Cc1noc(C)c1CN1CCC(c2n[nH]c(=O)n2Cc2ccccc2)CC1,-31.1
CCN(CC1CCOC1)C(=O)CCc1c(C)nc2c(C#N)cnn2c1C (centres undefined),-10.0
O=C1OC(c2ccccc2)C(O)(O)C1(O)O (centres undefined),-17.2
COCc1cccc(-c2ccc3c(c2)COCC(=O)N3CCN2CCOCC2)c1,-6.4
CCOC(=O)C1=C(C)NC2=C(C(=O)CCC2)C1c1ccc(C)s1 (centres undefined),-13.2
O=c1[nH]c(-c2ccc(C(F)(F)F)cc2)nc2c1CCCC2,-7.0

Further records.
SMILES,mcGAS RapidFire
COc1cccc(CNCc2ccc(N3CCCC3=O)cc2)c1OC(C)C,-5.5
COc1ccccc1N1CCNC(C)C1=O (centres undefined),-6.3
CN(Cc1nc2ccsc2c(=O)[nH]1)Cc1ccco1,-5.6
CCCCn1ccc2c(nnc3c(-c4ccccc4)cnn32)c1=O,-9.1
CC(C)CC(=O)Nc1ccnn1C1CCN(C(=O)[C@@H]2C[C@@H]3C=C[C@H]2C3)CC1,-6.8
O=C(c1ccccc1OC1CCN(Cc2nc3c(s2)CCCC3)CC1)N1CCCCC1,-4.8
CC(C)Cn1c2c(=O)[nH]c(=O)n(C)c2n2c(-c3ccc(Cl)cc3)nnc12,-5.3
CC(C1CC1)N(C)CC(=O)NCc1cnn(-c2ccccc2)n1 (centres undefined),-1.4

(listing goes on)
SMILES,mcGAS RapidFire
CC(C(=O)N1CC(=O)Nc2ccccc21)N1CCCc2ccccc21 (centres undefined),-13.6
O=C(Nc1cnn(Cc2cccnc2)c1)N1CCC(Nc2ccccc2)C1 (centres undefined),5.0
CC1CCN(C(=O)c2ccc(Cl)o2)CC1,-4.4
CC(=O)C1=C(c2ccc(Cl)cc2)N(C(C)=O)n2c(nnc2-c2ccc(Cl)cc2)S1,-1.7
CC(Oc1ccccc1F)C(=O)NCCCn1nc(-c2ccc(F)cc2)ccc1=O (centres undefined),7.3
CN1CC2(CCN(C(=O)c3cnc(-c4cccnc4)nc3)C2)OC1=O (centres undefined),4.2
CCOCC(=O)Nc1c(F)cccc1Br,-7.8
CSC1=NC(=O)/C(=C\N(C)C)N1Cc1ccccc1,-5.4

The list continues:
SMILES,mcGAS RapidFire
CNC(=O)C1CN(C(=O)COc2ccccc2Cl)c2ccccc2O1 (centres undefined),-9.1
Cc1c(NC(=O)Cc2csc(NC(=O)NC3CCCCC3)n2)c(=O)n(-c2ccccc2)n1C,-2.8
Cc1sc2nc(SCC(N)=O)[nH]c(=O)c2c1C,-3.5
O=C1NC(=S)SC1=Cc1ccccc1F,62.6*
CC(C)N(Cc1ccccn1)S(=O)(=O)c1c[nH]c(C(=O)N2CCCC2)c1,-12.2
CC1=C(C=NNc2ccc(F)cc2)C(=O)N(C)C(=O)C1C#N (centres undefined),-7.8
CC(C)Cn1nc(C(=O)N2CCN(C)c3ccccc3C2)c2ccccc2c1=O,5.7
CN(C)C(=O)c1ccc(Oc2cnc3ccccc3n2)cc1,-5.5

Continued.
SMILES,mcGAS RapidFire
CCN1C(=O)C2(NCCS2)c2cc(Cl)ccc21 (centres undefined),-6.1
CCc1c(C#N)c(N)nc(SCC(=O)c2ccc(-c3ccccc3)cc2)c1C#N,4.2
COc1cc(NC(=O)CC(C)C)c(OC)cc1Cl,-7.4
N=c1sc2ccccc2n1CC(=O)OCc1ccccc1,-43.1
O=c1c2ccccc2nc(-c2ccccc2)n1NC(=S)Nc1ccccc1,-3.4
c1nsnc1OCC1CO1 (centres undefined),0.5
N#Cc1ccc(Br)cc1,-13.6
O=P(O)(CN1CCCCCC1)CN1CCCCCC1,3.2

Additional structures follow:
SMILES,mcGAS RapidFire
Cc1nc2c(-c3ccccc3)c(C)[nH]n2c(=O)c1C,7.2
NC(=O)c1cccc2c1CCCN2C(=O)/C=C/c1cccs1,-1.4
CC1=CC(=NNc2ccc(S(N)(=O)=O)cc2[N+](=O)[O-])CC(C)(C)C1,-5.1
CNS(=O)(=O)c1cc(/C=C/C(=O)N2CCCc3cc(F)c(F)cc32)ccc1OC,-4.2
CCOC(=O)c1c(C)oc2ccc(OCC(=O)NNC(=O)c3cccc(OC)c3)cc12,5.4
CCOc1nn(CC)cc1-c1n[nH]c(=S)n1C,-9.4
C/C=C/CN1CCC=C(CNC(=O)c2ccccc2NC(C)=O)C1,-9.5
O=C(NCC1(c2ccccc2)CCC1)c1cc2cc(F)ccc2[nH]1,1.1

Additional entries
SMILES,mcGAS RapidFire
CC(Nc1ncc(C(F)(F)F)cc1Cl)c1nncn1C (centres undefined),-9.8
Cc1c(O)cc(C(=O)NCC2CCN(C3CCOCC3)C2)cc1O (centres undefined),-1.3
O=C(NCCn1cccc1)c1cccnc1OCC(F)(F)F,-7.0
CCC(C)Oc1cccc(NC(=O)CC(C)(C)C(=O)O)c1 (centres undefined),2.2
Cc1cccc(CN2CCC(c3nn(C)c(=O)n3Cc3ccccc3)CC2)n1,-16.1
CC(c1cccnc1)N(C)C(=O)Nc1ccc(OCCN2CCN(C)CC2)cc1 (centres undefined),-2.5
CC(C)N(C)Cc1cn(Cc2ccccc2)nc1-c1ccc2c(c1)OCO2,-6.0
CN=c1scc(-c2ccc(F)cc2)n1N=Cc1ccc(O)c(O)c1,-2.7

Quoted at random: four compounds from above
SMILES,mcGAS RapidFire
Cc1nc2c(-c3ccccc3)c(C)[nH]n2c(=O)c1C,7.2
CCN1C(=O)C2(NCCS2)c2cc(Cl)ccc21 (centres undefined),-6.1
CS(=O)(=O)Nc1ccc2c(c1)C(=O)Nc1ccccc1O2,-7.1
CCOC(=O)c1c(C)oc2ccc(OCC(=O)NNC(=O)c3cccc(OC)c3)cc12,5.4

(cont.)
SMILES,mcGAS RapidFire
Cc1cc(-n2c(C)cc(C(=O)CSc3nnnn3Cc3cccs3)c2C)no1,-5.3
COc1ccc(OC)c(NC(=O)c2cc3ccccc3oc2=O)c1,10.6
Cc1cccnc1CC(C)NC(=O)c1cn2c3c(cccc3c1=O)CC2 (centres undefined),-3.5
CC(C)CN1CC(C(=O)NCCN2CCOC2=O)CC1=O (centres undefined),-0.3
N#CC(NC(=O)c1ccc(Oc2ccccc2)cc1)c1ccccc1 (centres undefined),2.3
CCN(C(=O)Cn1cnc(-c2ccc(F)cc2)cc1=O)c1ccccc1,-5.6
CC1CCC2(CC1)c1cnn(C(C)C)c1N=C(c1ccc(F)cc1)N2C (centres undefined),-11.2
CC(C)=CC(=O)N1CCC2(CC1)CNC(=O)C2,-17.5

Continuation.
SMILES,mcGAS RapidFire
CC1(C)C2CC=C(C3N=C(N)Nc4nc5ccccc5n43)C1C2 (centres undefined),-3.4
C(=Nc1nccs1)N1CCOCC1,0.2
Nc1ncnc2n[nH]c(Nc3ccc(F)cc3)c12,-24.1
Cc1cnnn1-c1ccc2noc(-c3ccccc3)c2c1,-15.7
Cn1nnc2c(Nc3ccccc3Oc3ccccc3)ncnc21,-7.9
CO[C@H]1CN(c2noc(-c3ccccc3)n2)CC[C@H]1N,-3.7
S=c1[nH]ncn1-c1ccccc1,-1.2
COc1ccc(NC(=O)C(C)OC(=O)[C@@H]2CCCN2C(=O)c2ccccn2)cc1 (some centres undefined),-0.8

Going on with the list:
SMILES,mcGAS RapidFire
Cc1ccc(C2(O)CCN(C(=O)c3c(C)[nH]c4c3C(=O)CCC4)CC2)nc1,-8.4
CC(C)c1cc(=O)n(CC(=O)Nc2ccccc2)cn1,-11.1
CO[C@H]1CN(C(=O)c2cccc(-n3nnnc3C)c2)CC[C@H]1N,-9.0
Cc1ccccc1OC(C)C(=O)Nn1cnnc1 (centres undefined),7.1
Cc1cccc(-c2noc(CCC(=O)N3CCCC(N(C)C)CC3)n2)c1 (centres undefined),-2.3
C=CCN1CCN(C(=O)C2COc3ccccc3C2)CC1 (centres undefined),-37.3
CC1(C)CC(=O)C=C(n2ccccc2=O)C1,-8.9
CCCCCNC(=O)NCC1CCCS1(=O)=O (centres undefined),-5.3

Next results follow.
SMILES,mcGAS RapidFire
Cc1cc(C)cc(-n2ccnc2S(=O)Cc2cc(C)on2)c1 (centres undefined),0.5
CC(C)Cn1c(N2CCN(Cc3ccccc3)CC2)nc2c1c(=O)[nH]c(=O)n2C,-2.7
NC(=O)C1CCN(C(=O)c2cc3c(s2)CCCCC3)CC1,-2.3
Oc1ccc(N2CCN(CCOc3ccccc3)CC2)cc1,-9.7
